# Bioassay records deposited in PubChem by several laboratories.
# AGP1-GFP MLPCN – modulators of AGP1-GFP expression in yeast TOR pathway, primary screen, cell-based, multiplex flow cytometry, S. cerevisiae, MLPCN library | 3 h; GFP as percent of DMSO wells | GFP response vs DMSO, % at 10 µM | 0.02% of 320,000 active | AID 2066, 2009;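 active = GFP response relative to DMSO above a set limit, near screen average plus 3 SD, cut at about 150% in these data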;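 also: median GFP channel fluorescence of the gated AGP1 strain per well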
# procasp7 counter – procaspase-7 activators, primary screen, counter-screen for procaspase-3 activator project, biochemical, absorbance, HTS, human; Caspase-7 (Homo sapiens), P55210; recombinant procaspase-7, Ac-DEVD-pNA absorbance 405 nm; D23A/D198A/D206A triple mutant, cannot self-cleave; scale: DMSO 0, 5 µM enzyme 100; activation, % at 8.5 µM; 0.093% of 330,000 active; AID 463210, 2010;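 active = percent activation above the screen-wide mean plus 3 SD, cut at about 25% in these data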
# Target sequence (P55210 whole entry D23A/D198A/D206A): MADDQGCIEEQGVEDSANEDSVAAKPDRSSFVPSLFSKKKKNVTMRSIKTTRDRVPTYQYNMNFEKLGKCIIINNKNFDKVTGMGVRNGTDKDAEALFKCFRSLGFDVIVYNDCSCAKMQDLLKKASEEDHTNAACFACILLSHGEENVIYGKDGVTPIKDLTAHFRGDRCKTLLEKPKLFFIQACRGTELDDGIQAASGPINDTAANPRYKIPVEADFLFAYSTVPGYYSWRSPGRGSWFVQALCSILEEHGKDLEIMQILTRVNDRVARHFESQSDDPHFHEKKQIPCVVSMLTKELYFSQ
#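 Replicates: singlicate. Assay system: Procaspase-7 triple mutant (PC-7 D3A). Signal: 405 nm absorbance of p-nitroaniline. Times: 1 h preincubation, 2 h reaction. Buffer or medium: Zinc-free HEPES pH 7.4 with 300 mM NaCl, 0.01% Triton X-100. Also added: DEVD-pNA substrate. Benchmarks: DMSO wells as 0%, DMSO with 5 µM added PC-7 as 100%.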
# LAP4 TOR yeast – modulators of LAP4-GFP expression in yeast, primary screen, S. cerevisiae, multiplex flow cytometry, MLPCN library; 3 h; median GFP as percent of DMSO wells; GFP response vs DMSO, % at 10 µM; 0.34% of 320,000 active; AID 2023, 2009;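 active = GFP response vs DMSO above a set limit, about the screen mean plus 3 SD, cut at about 150% in these data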
# RPL19A-GFP yeast – RPL19A-GFP expression modulators in yeast, primary screen, cell-based, S. cerevisiae, multiplex flow cytometry, MLPCN; S. cerevisiae RPL19A-GFP strain, 3 h; hits give low values; 0.3% of 330,000 active; AID 2025, 2009; percent response vs DMSO, % at 10 µM;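 active = percent response vs DMSO below 50%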;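 also: median channel GFP fluorescence of the barcoded RPL19A-GFP strain; ratio of sample median GFP to plate DMSO average so 100% = DMSO; lower means less RPL19A-GFP as with rapamycin TOR inhibition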
# CIT2 TOR yeast – modulators of CIT2-GFP expression in yeast, primary screen, S. cerevisiae, GFP fusion, multiplex flow cytometry, MLPCN library; GFP response vs DMSO, % at 10 µM; S. cerevisiae CIT2-GFP strain, 3 h; 100 means same as DMSO wells; 0.065% of 320,000 active;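 active = GFP response relative to DMSO above a set limit, near the screen mean plus 3 SD, cut at about 150% in these data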;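 also: ratio of well median GFP fluorescence to mean of DMSO wells on the plate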
# MEP2-GFP yeast – modulators of MEP2-GFP levels in yeast, primary screen, S. cerevisiae, multiplex flow cytometry, MLPCN library; GFP response vs DMSO, % at 10 µM; AID 2016, 2009; S. cerevisiae MEP2-GFP strain, 3 h; 100% = DMSO control level; 0.51% of 330,000 active;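 active = GFP response versus DMSO above a set limit, roughly screen mean plus 3 SD, cut at about 180% in these data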;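 also: median GFP fluorescence of the barcode-gated MEP2-GFP cells per well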
# AHR act – AHR activators, primary screen, cell-based, luminescence, luciferase reporter, human; AHR-responsive luciferase reporter cells; AID 2796, 2010; 2.5% of 320,000 active; Aryl hydrocarbon receptor (Homo sapiens), P35869; activation, % at 5 µM; in the data active = activation above about 47%;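 also: 0% = vehicle wells and 100% = reference agonist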
# proCasp3 act – activators of human procaspase-3 D3A mutant, primary screen, biochemical, absorbance, PC-3 D3A mutant, single concentration; recombinant procaspase-3 D3A, Ac-DEVD-pNA absorbance 405 nm; Caspase-3 (Homo sapiens), P42574; activation, % at 8.5 µM; 0.11% of 330,000 active;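 active = activation above the mean of all tested compounds plus 3 SD, cut at about 21% in these data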;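 also: 0% = DMSO alone and 100% = DMSO wells spiked with extra 5 µM PC-3 D3A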
# Target sequence (P42574 whole entry D9A/D28A/D175A): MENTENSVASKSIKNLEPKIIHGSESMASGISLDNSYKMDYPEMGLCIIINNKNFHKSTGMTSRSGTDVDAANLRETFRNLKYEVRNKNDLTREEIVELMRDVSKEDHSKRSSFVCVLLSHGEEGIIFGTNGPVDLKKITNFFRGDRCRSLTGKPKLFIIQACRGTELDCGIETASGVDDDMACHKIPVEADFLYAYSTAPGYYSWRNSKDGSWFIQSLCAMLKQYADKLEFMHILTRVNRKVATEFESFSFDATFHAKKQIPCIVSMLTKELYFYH
#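 Assay system – Procaspase-3 D3A mutant, all three cleavage aspartates alanine · Controls – DMSO-only low control, 5 µM PC-3 D3A high control · Schedule – 1 h compound preincubation, 2 h substrate hydrolysis at 25 °C · Signal – 405 nm absorbance of p-nitroaniline, reads at 0 and 120 min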
# * hit, by the source's call; x = not tested or not shown. An unsorted share of the library (roughly 3.5% active in at least one column).
compound,AGP1-GFP MLPCN,procasp7 counter,LAP4 TOR yeast,RPL19A-GFP yeast,CIT2 TOR yeast,MEP2-GFP yeast,AHR act,proCasp3 act
CCOC(=O)C1(Cc2ccccc2C)CCCN(Cc2ccc(NC(C)=O)cc2)C1 (configuration not stated),91,0,89,99,104,96,3,7
COC(=O)c1ccccc1NC(=S)NC(NC(=O)c1ccccc1[N+](=O)[O-])C(Cl)(Cl)Cl (configuration not stated),105,-5,96,96,101,95,7,-10
O=C(Nc1nc2c(F)cccc2s1)c1ccc([N+](=O)[O-])o1,100,9,106,99,113,94,6,2
Cc1csc(CNc2ncnc3ccc(-c4ccc5c(c4)OCO5)cc23)c1,102,14,107,100,93,104,24,2
CSc1ccccc1NC(=O)c1cc(S(=O)(=O)N(C)C)ccc1N1CCCC1,97,2,90,76,97,98,1,-2
O=C(N/N=C/c1cccnc1)c1ccc(F)cc1,98,-3,95,99,101,98,11,-1
COc1cccc(CNC(=O)N2CCN(S(=O)(=O)c3ccc(C)cc3)CC2)c1,97,4,99,106,101,104,1,1
O=C(Nc1cc(S(=O)(=O)N2CCOCC2)ccc1Cl)c1cc2ccccc2o1,102,2,102,96,97,96,0,3
C[C@H](CO)N1C[C@H](C)[C@@H](CN(C)S(C)(=O)=O)Oc2ccc(NC(=O)NC3CCCCC3)cc2C1=O,97,-2,89,95,93,88,1,-2
O=C(NCCCN1CCOCC1)c1ccc(NS(=O)(=O)c2ccccc2)cc1,99,8,100,107,103,107,-6,-3
Cc1cccc(OCC(=O)Nc2cc(S(=O)(=O)N3CCOCC3)ccc2N2CCCC2)c1C,90,0,101,96,103,114,4,-8
O=C(/C=C/c1ccc(F)cc1)NNC(=O)CCN1CCN(Cc2ccccc2)CC1,85,-4,100,117,102,104,7,-1
N/C(=N\OC(=O)Cc1cccc2ccccc12)c1ccccn1,93,-5,107,102,81,89,11,-5
CCCCCC(=O)OC(CN1CCCCC1)CN1CCCC1=O (configuration not stated),99,3,96,96,99,101,-2,2
CCN(CC)S(=O)(=O)c1ccc(C)c(N=C=S)c1,108,6,100,96,98,96,-1,12
O=C1CC2(CCN(C(=O)c3ccccc3[N+](=O)[O-])CC2)Oc2ccccc21,107,1,116,99,96,102,1,14
COc1ccc(OCC(=O)Nc2ccc(N3CCN(C(=O)c4ccccc4)CC3)c(Cl)c2)cc1,90,-9,96,95,81,91,0,3
CC(=O)c1ccc(N(C(=O)CNC(=O)c2ccco2)C(C(=O)NCC2CCCO2)c2ccccc2)cc1 (configuration not stated),106,11,106,98,102,107,1,4
CCCCCCCCNC(CO)(CO)CO,100,8,101,98,103,95,-2,9
CCN(C(=O)COC(=O)CCOc1ccccc1)c1c(N)n(Cc2ccccc2)c(=O)[nH]c1=O,106,0,100,99,91,102,-2,9
CCOc1cc(C(=O)NCc2ccc(C)cc2)ccc1OCC(=O)N1CCOCC1,103,-6,105,101,106,104,-1,5
CCCC(CCC)C(=O)NNc1cc(=O)c2c(=O)n(C)c(=O)n(C)c2[nH]1,91,6,96,93,98,100,5,-3
CCOC(=O)c1cc(C)[nH]c(=S)c1C#N,98,-10,97,97,97,97,8,-5
O=c1sc2ccccc2n1CCOc1ccccc1,104,5,108,103,108,106,109*,12
O=C(O)c1ccccc1C(=O)NCc1ccc2c(c1)OCO2,98,4,98,106,99,101,1,-7
O=[N+]([O-])c1ccc(S(=O)(=O)NCC(c2cccnc2)N2CCOCC2)cc1 (configuration not stated),94,-5,85,95,95,98,-2,6
CN(CCCCOc1ccc(F)cc1)Cc1ccccc1,100,-1,90,108,101,106,3,1
Cc1ccccc1C(=O)NCC(=O)OCCOc1ccc(C(C)C)c(C)c1,105,3,113,99,84,100,1,1
Cc1ccc(NC(=O)c2ccc(OC(=O)COc3ccc(Cl)cc3C)cc2)cc1,107,-1,113,108,113,104,7,6
COc1ccc(C(=O)NCCSCc2ccc(C)cc2)cc1,92,-2,109,98,86,96,-1,1
COc1ccc([C@@H]2CC(=O)c3c(O)cc(O[C@@H]4O[C@H](CO[C@@H]5O[C@@H](C)[C@H](O)[C@@H](O)[C@H]5O)[C@@H](O)[C@H](O)[C@H]4O)cc3O2)cc1O,100,-4,119,109,118,100,-2,1
COc1ccc(N2CCN(C(=O)CCC(=O)N3CC(C)Oc4ccccc43)CC2)cc1 (configuration not stated),96,-1,101,97,99,99,-1,2
CCOC(=O)Cn1c(=O)n(Cc2ccccc2)c(=O)c2cccnc21,100,2,96,105,100,106,0,-7
C=C(C)CN(CC)C(=O)COc1ccc(S(=O)(=O)Nc2ccc(OC)cc2)cc1,99,18,89,97,104,91,0,0
COc1cccc(-c2nnn(CC(=O)NC3CCCC3)n2)c1OC,96,11,86,100,80,98,3,6
CCCCc1cc(=O)oc2cc(C)cc(OCC(=O)N3C[C@H]4C[C@@H](C3)c3cccc(=O)n3C4)c12,96,-4,100,92,97,102,0,4
Fc1ccc(Nc2ncnc3sc4c(c23)CCC4)cc1F,92,-2,103,88,89,94,49*,1
CC(=O)N1CC2(C)CN(C(C)=O)CC(C)(C1)C2,107,11,84,98,85,94,2,-4
Cc1ccccc1N1CCN(CCCOc2ccc3c(C)cc(=O)oc3c2)CC1,108,-12,99,107,106,112,-4,-2
O=C(COC(=O)c1ccccc1-n1cnnn1)c1ccccc1,99,11,104,96,87,95,4,10
CC1=C(c2ccc(F)cc2)[N+](=O)C(C)(C)N1[O-],102,0,101,99,105,100,4,8
Cc1ccc(N=C2CSC(=O)N2)cc1,97,7,93,100,101,94,5,3
C[C@H](CO)N1C[C@H](C)[C@@H](CN(C)S(=O)(=O)c2cn(C)cn2)Oc2c(NS(=O)(=O)c3cccs3)cccc2C1=O,104,-8,109,105,94,103,1,2
CN1C(=O)CC(Nc2cccc3cccc(N)c23)C1=O (configuration not stated),97,-2,97,109,101,102,35,8
Cc1ccc(CNS(=O)(=O)c2c(C)[nH]c(=O)[nH]c2=O)cc1,105,x,99,114,106,115,x,x

# Entries listed so far shown as hits in AHR act.
Compound,AGP1-GFP MLPCN,LAP4 TOR yeast,RPL19A-GFP yeast,CIT2 TOR yeast,MEP2-GFP yeast,AHR act,proCasp3 act
O=c1sc2ccccc2n1CCOc1ccccc1,104,108,103,108,106,109*,12
Fc1ccc(Nc2ncnc3sc4c(c23)CCC4)cc1F,92,103,88,89,94,49*,1

# Further entries
compound,AGP1-GFP MLPCN,procasp7 counter,LAP4 TOR yeast,RPL19A-GFP yeast,CIT2 TOR yeast,MEP2-GFP yeast,AHR act,proCasp3 act
COc1ccc(NC(C)=O)cc1NC(C)C(=O)Nc1cc(C(F)(F)F)ccc1N1CCOCC1 (configuration not stated),111,5,102,105,109,111,2,10
O=S(=O)(c1cccc2nsnc12)N1CCN(Cc2ccccc2)CC1,93,3,89,100,96,104,2,6
NC(=O)c1ccc(NC(=O)CN2C(=O)NC3(CCCCCCC3)C2=O)cc1,105,12,105,98,105,112,0,2
CN1CCC(=C2c3ccccc3C(O)c3ccccc32)CC1 (configuration not stated),98,0,97,106,100,107,4,-1
CCOc1ccccc1N(CC(=O)Nc1cccc(OC)c1)S(=O)(=O)c1ccccc1,94,-7,97,99,97,100,5,4
O=C(Cn1cnc2c(nnn2Cc2ccc(F)cc2)c1=O)NCc1ccc2c(c1)OCO2,94,1,95,92,88,95,-2,0
CCN(CC)C(=N)/C(C#N)=N/Nc1ccccc1,127,1,126,103,107,106,15,2
COC(=O)CCSc1nccn1Cc1ccccc1,97,4,102,97,95,100,0,8
Cc1nn(-c2ccccn2)c(C)c1Oc1ccccc1O,100,10,98,94,94,95,2,3
COc1ccc(C(=O)Nc2c(Cl)cc(Cl)cc2C(=O)NCCN2CCOCC2)cc1,108,3,103,105,102,102,17,1
O=C(CN1CCN(c2ncccn2)CC1)NCc1ccc2c(c1)OCO2,120,9,101,103,103,113,-1,2
Cc1ccc2c(c1)c(C)cc(=O)n2CCC(=O)O,97,5,100,96,97,98,0,1
CCOc1cccc(OCCNC2CCCC2)c1,118,5,106,108,111,106,-4,0
Cc1cccc(CSc2nnc(C)c(=O)n2N)c1,110,16,105,118,114,114,6,7
COC(=O)C1CCCN1S(=O)(=O)c1ccc2ccccc2c1 (configuration not stated),92,15,89,88,88,94,0,-7
CCN(CC)c1ccc(/C=C2\SC(N)=NC2=O)cc1,94,x,95,102,104,104,x,x
COc1ccccc1CNC(=O)C1CC(c2cccc([N+](=O)[O-])c2)=NO1 (configuration not stated),93,1,103,100,110,92,7,4
CC1CCC(NC(=O)c2ccc(NC(=O)CC3SC(N4CCCC4)=NC3=O)cc2)CC1 (configuration not stated),104,5,105,95,95,98,5,14
N#CCC(=O)N/N=C/c1ccc(OC2CSC2)cc1,82,-2,104,92,95,63,1,1
CC(C)N1C[C@@]23C=C[C@@H](O2)C(C(=O)OCc2ccccc2)[C@H]3C1=O (some centres not stated),92,-6,95,93,101,102,-2,-9
Cc1cccc(C(=O)NCCN2CCCC2)c1,111,7,107,107,100,105,0,0
O=C(N/N=C/c1ccc(O)cc1O)c1ccc(NC(=O)C2CCCCC2)cc1,96,9,77,108,114,100,1,48*
CCN(CC)CCCn1c2c(c(SCC(=O)Nc3cc(C)on3)nc1=O)CCC2,98,1,95,96,91,94,10,-7
O=C(NN(C(=O)c1ccccc1)c1ccccc1)c1ccccc1,99,3,107,96,91,93,0,2
Cc1ccc(S(=O)(=O)Nc2ccc3oc(=O)sc3c2)c(C)c1,104,-43,103,99,97,108,3,-32
NC(=O)N/N=C/c1cc(Br)ccc1OC(=O)c1ccccc1,91,1,91,98,96,99,30,3
Cc1cccc(NC(=S)N(CCc2nc3cc(C)c(C)cc3[nH]2)Cc2cccnc2)c1,105,0,105,97,104,105,8,-3
CSc1nsc(SCC(=O)Nc2ccccc2C(N)=O)n1,99,-8,111,104,101,108,10,-15
CCCc1nc2n[nH]c(N)c2c2c1CCC2,102,-2,102,96,103,101,10,-3
Cc1nn(CC2CC2)c(=O)n1-c1cccc(Cl)c1,94,5,99,106,99,103,0,-11
Cc1cc(C)c(NC(=O)COC(=O)c2ccc([N+](=O)[O-])s2)c(C)c1,99,8,90,105,100,99,0,2
CNC(=O)C(=O)NCC1OCCN1S(=O)(=O)c1ccc([N+](=O)[O-])cc1 (configuration not stated),97,-13,98,107,98,108,4,1
